# IDE inh: cellular human IDE inhibition; AID 434962; 320,000 tested, 0.41% active; HEK cells, FAbetaB cleavage, fluorescence polarization; inhibition, % at 5.59 µM;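 active = percent inhibition above the average of all tested compounds plus 3 SD, set per screening campaign, cut at about 16% in these data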;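 also: IDE supplied by intact live HEK cells; FP after avidin binding of uncleaved biotin substrate so inhibition keeps polarization high; 0% = DMSO wells and 100% = 60 µM reference IDE inhibitor Ii1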
# Target sequence (P14735 whole entry, looked up): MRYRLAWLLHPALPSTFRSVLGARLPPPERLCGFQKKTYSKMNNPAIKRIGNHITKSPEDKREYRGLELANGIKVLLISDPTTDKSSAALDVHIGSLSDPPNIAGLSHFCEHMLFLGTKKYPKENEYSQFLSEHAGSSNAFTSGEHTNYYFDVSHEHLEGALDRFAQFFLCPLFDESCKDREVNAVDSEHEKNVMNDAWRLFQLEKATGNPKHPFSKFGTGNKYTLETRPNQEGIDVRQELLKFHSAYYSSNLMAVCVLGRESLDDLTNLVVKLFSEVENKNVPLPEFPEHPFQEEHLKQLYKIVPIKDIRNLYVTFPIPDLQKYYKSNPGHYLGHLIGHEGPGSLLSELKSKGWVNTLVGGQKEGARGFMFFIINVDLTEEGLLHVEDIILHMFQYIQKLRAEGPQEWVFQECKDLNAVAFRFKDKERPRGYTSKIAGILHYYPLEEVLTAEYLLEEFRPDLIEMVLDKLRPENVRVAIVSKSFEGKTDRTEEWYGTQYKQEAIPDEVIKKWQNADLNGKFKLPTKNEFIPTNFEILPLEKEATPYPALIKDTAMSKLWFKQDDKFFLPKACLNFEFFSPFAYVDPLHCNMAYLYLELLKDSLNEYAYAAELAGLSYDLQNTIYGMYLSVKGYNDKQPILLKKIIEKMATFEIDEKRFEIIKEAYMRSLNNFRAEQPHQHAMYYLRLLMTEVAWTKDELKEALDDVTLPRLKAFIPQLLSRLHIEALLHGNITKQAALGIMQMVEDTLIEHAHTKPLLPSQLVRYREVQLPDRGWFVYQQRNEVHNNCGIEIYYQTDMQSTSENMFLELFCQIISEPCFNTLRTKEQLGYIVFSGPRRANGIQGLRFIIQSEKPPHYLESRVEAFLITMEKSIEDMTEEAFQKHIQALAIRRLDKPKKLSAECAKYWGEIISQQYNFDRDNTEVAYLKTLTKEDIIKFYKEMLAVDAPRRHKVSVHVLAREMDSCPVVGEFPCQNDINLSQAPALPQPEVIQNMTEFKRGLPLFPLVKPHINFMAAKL
# GalR3 antag: antagonists of human GalR3; O60755; HEK293 GalR3-CNG cAMP membrane potential fluorescence; galR3 body fused to GalR1 C-terminus; inhibition, % at 3 µM; 360,000 tested, 0.44% active; AID 651719;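 active = inhibition above the screen-wide average plus 3 SD, cut at about 13% in these data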;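 also: forskolin and galanin both at EC90 stimulate the cells; cAMP rise reported by CNG channel membrane potential dye signal; 0% = forskolin plus galanin with DMSO and 100% = forskolin alone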
# IDE cell activ: activators of human insulin-degrading enzyme in cells; 340,000 tested, 0.073% active; activation, % at 5.96 µM; HEK cells, FAbeta-B cleavage, fluorescence polarization; 0% vehicle, 100% cell-free pure enzyme wells;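 active = activation above the mean of all tested compounds plus 3 SD, set per screening campaign, cut at about 17% in these data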
# MEKK3 PB1 HTS: raises or lowers MEK5 binding to the human MEKK3 PB1 domain; Q99759; bead-based flow cytometry, Alexa488-MEK5 binding to MEKK3; actives lie on both sides; 0 = blocked by unlabeled MEK5, 100 = vehicle; binding response (% of control), % at 10 µM; 290,000 tested, 1.4% active; AID 1529;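 active = binding response more than 3 SD above or below the average of its plate-row segment, actives on both sides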;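 also: Alexa488 bead fluorescence after subtracting the streptavidin-only scavenger bead signal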
# CRFR2-BP ag: CRF-BP/CRF-R2 complex agonism | HEK293 CRF-R2/CRF-BP, calcium dye fluorescence (FLIPR); percent of saturating CRF peptide response | activation, % at 13.2 µM | 350,000 tested, 0.46% active | AID 588473;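 active = activation of at least 50%, plus an integration ratio under a set limit after plate pattern correction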;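 also: plate controls were neutral control wells without compound for no effect and CRF at EC100 for full effect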
# M4 PAM: CHRM4 positive allosteric modulation. P08173. CHO-K1 hM4/Gqi5, Fluo-8 calcium fluorescence, ACh EC20; 0% = ACh EC20, 100% = maximal ACh. activation, % at 3 µM. 360,000 tested, 0.4% active;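 active = activation above its plate's cutoff, the mean activation of sample wells plus 3 SD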; also: some results filed as inactive read as strong as hits
# PHOSPHO1 inh: inhibitors of human PHOSPHO1 phosphatase; recombinant PHOSPHO1, absorbance phosphatase assay; inhibition, % at 13.3 µM; 290,000 tested, 1.1% active; AID 1565; in the data active = inhibition above about 60%
# p-CIP stab down: p/CIP protein destabilization | F442A p/CIP-EGFP cells, EGFP fluorescence, 16 h | decrease of EGFP signal, % at 10 µM | 290,000 tested, 0.01% active;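 active = EGFP signal decrease of at least 30% at 10 µM or well 3 SD below plate mean, unless failing retest; inactive = the rest, including hits failing retest or dose response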; also: some compounds called inactive have numbers as strong as hits; many of its hits are not listed in these tables
# CRFR2-BP antag: blocks CRF-induced signaling of the CRF-BP/CRF-R2 complex | 350,000 tested, 0.59% active | HEK293 CRF-R2/CRF-BP, CRF-induced calcium fluorescence | inhibition, % at 11.8 µM;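 active = inhibition of the ligand-induced calcium signal above about 50% at the single tested concentration, limit read from the data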
# * marks the source's active call; other numbers are inactive results; / = not tested or not shown; [ ] = remark or other dose.
SMILES,IDE inh,GalR3 antag,IDE cell activ,MEKK3 PB1 HTS,CRFR2-BP ag,M4 PAM,PHOSPHO1 inh,p-CIP stab down,CRFR2-BP antag
CCSc1nc2n(n1)C(c1cccc(F)c1)C1=C(CCCC1=O)N2 (stereo unspecified),4.3,-2.6,2.3,105.0,-1.1,1.0,9.6,-7.6,-8.7
Cn1nc(C(C)(C)C)cc1NC(=O)Nc1ccc(F)cc1F,-0.2,-4.5,1.2,95.0,-0.6,-1.2,27.3,-12.8,-3.7
CCN(CC(=O)Nc1ccc(NC(C)=O)cc1)C(=O)c1ccc2c(c1)S(=O)(=O)N=C1CCCCCN12,-1.7,-0.3,0.3,/,7.9,5.1,/,/,3.2
C=CCNc1ncnc2c1cnn2-c1ccc(OC)cc1,4.0,-3.3,5.3,99.0,2.5,11.9,23.5,-19.2,-2.8
COc1cc(/C=C/C(=O)O)cc(S(=O)(=O)Nc2cc(S(=O)(=O)N3CCCCC3)ccc2Cl)c1OC,/,-6.5,/,/,-0.6,3.7,/,/,0.3
CC(=O)NCCC(=O)Nc1sc2c(c1-c1nc3ccccc3[nH]1)CCCC2,2.8,-9.2,2.3,107.0,-1.1,4.0,-68.5,-8.0,-12.7
Cc1cn([C@H]2C[C@H](O)[C@@H](CCC(=O)NCc3ccco3)O2)c(=O)[nH]c1=O,/,-4.2,-4.3,/,2.0,-0.5,/,/,-2.6
CC(Sc1nnc(-c2ccc(Cl)cc2)n1C)C(N)=O (stereo unspecified),-0.7,-3.2,-3.1,109.0,0.8,13.7,57.3,-7.9,-35.1
Cc1cccc(C)c1OCCCCN1CCCCC1,-0.5,-4.7,4.4,105.0,1.3,-9.3,24.7,2.3,8.4
O=C(c1ccc(Cn2c(=S)[nH]c3ccc(N4CCOCC4)cc3c2=O)cc1)N1CCN(c2ccc(F)cc2)CC1,0.7,-0.8,5.8,92.0,1.8,4.6,-18.3,-15.2,-12.4
CN(Cc1ccccc1)S(=O)(=O)c1ccc(Cl)c(C(=O)N2CCC2)c1,2.2,-0.6,6.8,/,-0.8,2.2,/,/,3.2
COc1cc2c(cc1OC)C1C/C(=N\O)C(CC(C)C)CN1CC2 (stereo unspecified),1.7,-2.6,1.3,98.0,-0.9,5.7,38.2,-2.0,-3.5
COC(=O)c1cccc(CSc2nnc(-c3ccco3)n2-c2ccccc2)c1,5.7,-5.7,-4.9,/,-1.1,3.2,0.9,-8.1,25.3
CN1CCN(CCCCOc2ccccc2C=O)CC1,4.1,-7.4,4.5,128.0*,0.7,-1.8,6.1,-6.6,27.6
COc1ccc(C)cc1NC(=O)CCCN1C(=O)NC(C)(C)C1=O,-2.6,0.3,4.8,/,-1.2,4.5,/,/,-1.6
O=C1CC(N2CCC(O)(c3ccc(Cl)cc3)CC2)C(=O)N1Cc1ccc(N2CCCC2=O)cc1 (stereo unspecified),-2.5,-1.4,1.9,101.0,-0.5,-7.7,15.6,-3.4,-3.1
CC(=O)c1cccc(NC(=O)CCC2CCCC2)c1,-1.8,5.3,7.4,2.0*[inhibitor],0.3,3.0,22.9,-2.3,-1.5
CCOc1ccccc1CNC(=O)CCN1C(=O)COc2ccccc21,-1.8,-0.7,-3.2,100.0,-0.5,1.0,5.7,-6.1,-3.0
COc1ccc(-c2csc(NC(=O)c3cccc(N4C(=O)CCC4=O)c3)n2)cc1C,-1.7,-5.7,5.0,103.0,2.1,-5.5,27.6,-6.7,-15.2
Cc1cc(C)n(C(=O)c2ccc(C)c(S(=O)(=O)N3CCCCC3)c2)n1,3.4,-4.3,6.3,91.0,-2.5,0.5,19.7,-6.3,23.6
Cc1cc(=O)oc2cc(OCC(=O)N3CCOCC3)ccc12,/,-1.7,-8.9,80.0,5.4,2.3,18.2,5.4,16.0
C[C@H](O)[C@@H]1C(=O)N2CCc3c([nH]c4ccccc34)[C@@H]2C[C@@H]1N(C)S(=O)(=O)c1ccccc1,/,3.9,/,/,18.3,-3.3,/,/,8.1
COc1ccc(/C=N\NC(=O)c2ccccc2OC)cc1COc1ccccc1C,-5.8,2.0,-0.6,104.0,-0.3,-3.9,26.3,-5.1,17.8
COc1ccc(NC(=O)Cn2nnc(-c3ccccc3NS(=O)(=O)c3ccccc3)n2)cc1,2.1,/,-0.4,107.0,-0.4,-21.2,6.7,15.7,2.0
COc1ccc(CNC(=O)COC(=O)c2c(NC(C)=O)sc(C)c2C)cc1,-8.3,-2.8,-1.2,/,0.4,15.6,/,/,-1.0
Cn1c(CCC(=O)O)nc2cc(S(=O)(=O)N3CCCC3)ccc21,0.8,-2.9,-0.8,/,-1.6,0.1,/,/,4.5
CC(C)(C)c1ccc(C(=O)NCCC(=O)NCc2ccc(F)cc2)cc1,/,-3.5,/,/,-1.7,-0.4,/,/,21.9
COc1ccc(CCNCC2C(Oc3ccc(Cl)cc3)C(=O)N2c2ccccc2C)cc1OC (stereo unspecified),4.6,-5.0,4.3,106.0,-0.7,2.4,1.8,-7.6,-0.2
COc1ccccc1NC(=O)CN1CCC(n2c(C)nc3cc(F)ccc32)CC1,-2.5,-1.2,0.6,2.0*[inhibitor],-1.0,4.3,5.6,-7.4,-21.8
Cc1nn(-c2cc(C(F)(F)F)ccn2)c(=O)o1,-0.2,-5.2,10.3,106.0,0.1,-7.4,38.6,-2.0,-8.1
O=S(=O)(NCc1ccco1)c1cnc(Cl)c(Cl)c1,0.1,-7.8,6.6,105.0,-1.1,20.8,14.7,-4.0,4.2
CC(NC(=O)c1ccccc1)C(=O)N/N=C/c1ccccc1 (stereo unspecified),1.5,-2.2,-2.8,77.0,-1.2,14.8,-9.7,0.6,6.5
O=C(NNC1=C(C(=O)C(F)(F)F)CCC1)c1ccc(Cl)cc1,1.4,1.8,-3.5,105.0,11.1,-2.7,9.9,-8.1,37.6
Cc1cc(C)c(CSc2nnnn2-c2ccc(C(=O)O)cc2)c(C)c1,-0.8,-0.9,-1.3,100.0,-0.4,-6.5,23.9,3.6,49.0
NC(=O)C1=CC2C3C=CC2(O)C(=O)OC3O1 (stereo unspecified),/,-5.6,7.5,/,-2.9,-4.4,/,/,23.4
CCOC(=O)COc1ccc(S(=O)(=O)N2CCN(c3ccccc3)CC2)cc1,-2.8,/,7.0,108.0,-1.4,14.6,-19.4,-6.0,13.7
O=C(Nc1cccc(C(=O)N2CCCC2)c1)C1CC1,/,-3.8,2.6,/,-0.8,7.0,/,/,2.8
CCCN(CCC)CCCNC(=O)c1nn(-c2cccc(OC)c2)c(=O)c2ccccc12,1.9,-2.2,1.2,100.0,-0.4,6.9,-13.4,-0.2,3.2
CCOC(=O)C1=C(CC)Nc2ccccc2N=C1NC(=O)c1ccc(OC)c(S(=O)(=O)N2CCCCC2C)c1 (stereo unspecified),-1.9,-5.8,0.1,95.0,1.7,2.0,39.9,-8.9,20.6
O=C(c1ccccc1)c1ccc(COC(=O)c2cnccn2)cc1,3.3,0.3,1.0,105.0,-3.0,1.7,50.7,-8.4,9.4
CC(=O)NCCNc1nc2c(-c3cccc(C)c3)nnn2c2ccccc12,7.3,-2.1,-5.0,101.0,-0.8,2.4,11.9,-10.6,8.9
O=[N+]([O-])c1ccc(N2CCN(S(=O)(=O)Cc3ccccc3)CC2)cc1N1CCOCC1,-4.8,-1.8,6.0,98.0,-0.2,-3.1,3.3,-1.2,-3.8
CCOc1cccc2cc(C(=O)NCc3ccc(F)cc3)c(=N)oc12,-1.9,0.4,3.9,98.0,-1.6,-4.2,31.3,-7.0,-6.4
CN1C(=O)C(C)(C)c2cc(S(=O)(=O)N3CCCC(C(=O)NCc4ccc(F)cc4)C3)ccc21 (stereo unspecified),5.3,8.9,4.9,96.0,-2.4,-11.0,35.7,-1.2,14.4
COc1ccc(C(=O)NNC(=O)CN2CCC(n3nnc4cc(F)ccc43)CC2)cc1,1.8,-0.3,-1.5,94.0,1.3,10.3,0.3,-4.0,16.9
N#C/C(=C/c1cc(Cl)c(O)c(Cl)c1)C(=O)N1CCCCC1,4.7,-9.3,1.7,96.0,-2.0,1.1,9.7,-1.6,9.8
N#CCC(=O)N1CC2(CC(c3cccc(NC(=O)COc4ccc(Cl)cc4)c3)=NO2)C[C@@H]1C(N)=O (stereo partly specified),-2.7,-2.9,-7.8,97.0,-1.4,-0.8,39.7,-2.1,2.6
COc1ccc(/C(C)=N\Nc2nc(-c3ccc(Cl)cc3)cc(C(F)(F)F)n2)cc1OC,1.1,-3.2,1.5,99.0,-2.0,13.7,3.1,-14.7,3.0
CCOC(=O)N1CCN(C(=S)Nc2cccc(C)c2)CC1,6.0,-4.0,-1.6,100.0,-1.1,-1.0,17.9,-20.5,3.0
COc1ccc(C(=O)NC(C)c2nnc(SCC(=O)Nc3nc(C)cs3)n2C)cc1 (stereo unspecified),-0.7,-1.8,-0.6,104.0,-3.5,3.0,-1.4,-6.4,-5.8
CC(=O)N1CCN(S(=O)(=O)c2cccc(C(=O)N(Cc3ccccc3)c3cccc(C)c3)c2)CC1,11.1,-4.5,-1.2,/,-1.2,-4.2,/,/,3.2
O=C(Nc1ccncc1)c1c(Cl)cccc1Cl,5.8,-3.0,0.0,107.0,-1.3,1.1,/,-0.4,-1.4
O=C(COC(=O)c1cccc(S(=O)(=O)N2CCc3ccccc32)c1)Nc1ncc(Cl)cc1Cl,5.4,2.6,0.8,99.0,3.4,-5.7,-17.7,-3.4,7.8
Cc1cc(CN(C)C(=O)c2ccc3nc(Cc4ccccc4F)oc3c2)on1,0.2,0.3,4.5,99.0,-0.3,11.3,12.6,30.3,-2.1
COc1cccc(NC(=O)c2ccccc2-c2ccccc2)c1,3.0,-5.9,1.6,101.0,0.5,4.1,5.8,-1.1,16.5
COCCSc1ncnc2c1oc1nc3c(cc12)COC(C)(C)C3,2.9,-8.7,2.7,90.0,0.5,7.4,12.1,0.4,21.2
O=C(O)Cc1c(-c2ccccc2)c2cc(Cl)ccc2[nH]c1=O,-4.7,-1.6,1.9,103.0,0.5,1.1,29.9,-8.4,1.9
C=CCNC(=O)CN1C(=O)c2cccc3cccc1c23,-6.0,-2.7,1.9,101.0,-0.8,-3.6,30.5,-6.0,7.0
Cc1ccc(C(=O)NC(=S)NNC(=O)c2ccccc2)cc1,1.4,-6.3,0.1,105.0,121.5*,-19.1,-28.4,-36.7,34.5
CCOC(=O)/C(=C\c1ccccc1)NC(=O)c1ccccc1,1.9,-5.8,0.5,86.0,-1.9,0.5,7.6,7.6,-2.0
C[C@H](NC(=O)c1nc[nH]c1C(=O)NCc1ccc(CNC(=O)OC(C)(C)C)cc1)C(=O)OC(C)(C)C,1.5,-8.0,-3.1,101.0,-0.8,-10.0,17.7,2.6,9.7
COc1cc(OC)c(OC)cc1/C=C/c1ccnc2ccccc12,/,-5.4,-0.8,/,-3.3,-5.7,/,/,1.1

# 3 of the compounds above, with values under each structure:
# Results follow in this order: IDE inh	GalR3 antag	IDE cell activ	MEKK3 PB1 HTS	CRFR2-BP ag	M4 PAM	PHOSPHO1 inh	p-CIP stab down	CRFR2-BP antag
> CCOC(=O)N1CCN(C(=S)Nc2cccc(C)c2)CC1
  6.0	-4.0	-1.6	100.0	-1.1	-1.0	17.9	-20.5	3.0
> Cc1cc(CN(C)C(=O)c2ccc3nc(Cc4ccccc4F)oc3c2)on1
  0.2	0.3	4.5	99.0	-0.3	11.3	12.6	30.3	-2.1
> N#C/C(=C/c1cc(Cl)c(O)c(Cl)c1)C(=O)N1CCCCC1
  4.7	-9.3	1.7	96.0	-2.0	1.1	9.7	-1.6	9.8
